Compound activity from PubChem BioAssay.
S1P2 blocker: S1P2 (human) receptor antagonism; hit rate 0.21% among 97,000; O95136; cell-based S1P2 antagonist assay, inhibition at 5 uM; inhibition, % at 5 µM; in the data active = inhibition above about 45%;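 also: CRE beta-lactamase reporter cells expressing human S1P2 stimulated with S1P; 0% = agonist at EC80 alone and 100% = agonist plus reference antagonist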
Target sequence (O95136 whole entry, looked up): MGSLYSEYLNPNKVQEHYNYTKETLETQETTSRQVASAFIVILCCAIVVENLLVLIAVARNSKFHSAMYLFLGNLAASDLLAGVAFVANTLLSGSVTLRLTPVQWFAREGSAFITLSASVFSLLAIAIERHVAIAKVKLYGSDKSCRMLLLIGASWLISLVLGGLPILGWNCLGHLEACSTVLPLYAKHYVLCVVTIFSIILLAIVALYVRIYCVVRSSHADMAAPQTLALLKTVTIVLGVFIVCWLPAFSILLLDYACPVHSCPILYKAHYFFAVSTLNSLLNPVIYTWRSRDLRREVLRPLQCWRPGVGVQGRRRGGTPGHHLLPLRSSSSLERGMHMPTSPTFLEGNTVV
DAT uptake mod: modulates human dopamine transporter uptake under cocaine | Q01959 | LLC-PK1 hDAT cells, [14C]-dopamine uptake with cocaine IC80; actives deviate in either direction | B-score at 10 µM | hit rate 1.3% among 110,000 | AID 449768;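 active = Z score or B-score, a plate-position-corrected score, falls beyond the plate's 99.7% confidence bounds, in either direction; inactive = both scores lie inside the 99.7% bounds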;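 also: scored against the spread of the other compound wells on the same plate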
PostGolgi yeast: growth inhibition of a yeast mutant, post-Golgi transport screen | post-Golgi transport phenotypic cell assay | inhibition, % at 10 µM | hit rate 0.9% among 98,000 | AID 739;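 also: yeast cells grown in 1536-well plates; yeast grown about 18 h at 30C before absorbance read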
S1P2 agonist: S1P2 (human) receptor agonism; O95136; S1P2-expressing cell line, agonist reporter read-out; activation, % at 4.5 µM; hit rate 0.46% among 97,000; AID 729; in the data active = activation above about 16%;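 also: 0% = vehicle low control and 100% = maximal reference agonist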
PostGolgi ctrl: growth of the yeast control strain, post-Golgi counter-screen; efflux-deficient yeast background strain, growth absorbance A615, 16 h; hit rate 5% among 98,000; inhibition, % at 10 µM; AID 738
Lung fibro prol: blocks proliferation of human lung fibroblasts; LL 47 human lung fibroblast viability, ATP luminescence; hits give low values; viability, % at 10 µM; hit rate 1.1% among 85,000; AID 719;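 active = viability at or below 50% in the single dose screen; inactive = viability above 50%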;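 also: compound exposure lasted 72 h before the ATP readout; 100% = median luminescence of untreated cell-only wells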
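Material: human lung fibroblast line LL 47, low passage; Evaluation: viability percentage against median untreated-cell control; Buffer or medium: 15% FBS in IMEM; Incubation: 72 h compound exposure at 37 °C after overnight plating; Dosing: 0.1% DMSO in all compound wells; Measured by: CellTiter-Glo luminescence.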
H69AR growth 86K: blocks growth of human H69AR lung tumor cells | H69AR lung tumor viability, ATP luminescence, 72 h; hits give low values | hit rate 6% among 85,000 | viability, % at 10 µM | AID 598;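 active = viability at or below 40%; inactive = viability above 40%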;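 also: multidrug resistant small cell line overexpressing MRP-1 efflux transporter; 100% = mean luminescence of untreated control wells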
HUVEC prolif 384: blocks proliferation of human endothelial cells; viability, % at 10 µM (by protocol); AID 648; hit rate 1.1% among 86,000; HUVEC proliferation, CellTiter-Glo luminescence, 72 h; hits give low values;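 active = viability at or below 30%; inactive = viability above 30%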;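 also: 100% = median luminescence of DMSO-only cell control wells on each plate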
E coli WT exp: growth inhibitors of E. coli BW25113 wild type; OD600 absorbance; growth inhibition, % at 100 µM; hit rate 0.15% among 98,000; AID 710;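 active = growth inhibition above about 50% at one test dose, limit read from the data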;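 also: growth measured after 20 h incubation at 37 °C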
* marks the source's active call; other numbers are inactive results; . = not tested or not shown. Rule as the data show it, unless noted: active = inhibition above about 30%; inactive = the rest. Compounds were not picked by outcome. About 11% of those tested had a hit in this group.

SMILES	S1P2 blocker	DAT uptake mod	PostGolgi yeast	S1P2 agonist	PostGolgi ctrl	Lung fibro prol	H69AR growth 86K	HUVEC prolif 384	E coli WT exp
O=c1c(-c2ccc3c(c2)OCCO3)coc2cc(O)cc(O)c12	-2	-0.14	-3	-4	3	97	89	106	1
COc1ccc(NC(=O)C2CCN(c3cc(-c4ccccc4)nc4ncnn34)CC2)cc1OC	5	-0.066	0	-5	-8	83	49	86	-10
CCOc1ccc(C(=S)N2CCOCC2)cc1OCC	-43	1	-1	0	17	107	102	117	-4
O=c1c2c(n3cnnc3n1-c1ccccc1)-c1ccccc1CC21CCCCC1	-27	1.6	13	-3	20	.	.	.	-2
Cc1ccc(N2CCN(C(=O)c3ccccc3)CC2)c(C)c1	-6	1	3	-2	15	105	101	116	7
Cc1ccc(-c2noc(CCCC(=O)N3CCOCC3)n2)cc1	.	-0.25	3	.	7	94	100	98	-6
CCOC(=O)C1CCN(C(=O)COc2ccc(Br)cc2)CC1	15	0.2	-3	-6	2	96	83	102	1
CC(Oc1cc(-c2ccccc2)cc2ccccc12)C(=O)N1CCOCC1 (configuration not stated)	-18	0.0034	-5	0	19	94	36*	80	-12
Cc1ccc(S(=O)(=O)N2CCN(C(C)C(=O)N3CCCc4ccccc43)CC2)cc1 (configuration not stated)	-2	0.048	4	-8	3	96	96	101	-2
CCCOCCOC(=O)c1[nH]c2c(c1C)C(=O)CC(c1cc(OC)ccc1OC)C2 (configuration not stated)	.	1.7	3	.	12	63	19*	45	-11
Cc1cccc(N2CCN(C(=O)Cc3cn(C)c4ccccc34)CC2)c1C	-11	1.9	8	-5	43*	89	18*	71	-9
Cn1c(-c2ccc(F)cc2)cnc1NCc1cccc(F)c1	22	0.41	-2	-9	4	75	36*	80	15
O=C(Nc1ccc2c(c1)OCO2)N1CCN(C(=O)C2CCCO2)CC1 (configuration not stated)	6	-0.073	-5	0	0	.	101	96	-7
COc1ccccc1-c1nnc2sc(-c3cnccn3)nn12	-13	0.33	-6	-1	1	105	97	104	9
COc1cc(C(=O)N2CCC(O)(c3ccccc3)CC2)cc(OC)c1OC	1	-0.32	-3	-8	9	.	.	.	-6
Cc1ccc(/C=C/C(=O)c2c(C)cc(C)[nH]c2=O)cc1	7	1.6	2	-3	3	.	.	.	-3
COc1cccc(C2=NOC(C(=O)N3CCN(Cc4ccccc4)CC3)C2)c1OC (configuration not stated)	15	.	-2	-6	-8	101	88	112	13
CCc1ccc(-c2nc(CN3CCC(C(=O)N4CCN(c5ccccc5)CC4)CC3)c(C)o2)cc1	32	0.88	22	-6	17	74	1.2*	3.5*	15
CS(=O)CCC(NS(=O)(=O)c1ccccc1)C(=O)O (configuration not stated)	.	-0.0034	27	.	-4	.	.	.	8
COc1ccc(CNc2nc3nc(C)cc(C)n3n2)cc1	-14	0.45	2	-10	1	107	98	99	6
N#CC1=C(C2CC2)CC(c2ccccc2)C(C#N)=C1N (configuration not stated)	-15	-0.58	4	-7	25	81	39*	71	-3
COc1cc(C)nc(N2CCCC(C(=O)NC3CCC(C)CC3)C2)n1 (configuration not stated)	.	-0.057	.	.	.	100	79	97	.
CS(=O)(=O)N(CC(=O)N1CCCC1)c1cc(Cl)c(Cl)cc1Cl	-13	.	2	-2	1	.	.	.	5
CC(=O)OCCc1c(C)nc2nc[nH]n2c1=O	0	0.81	9	-6	-10	96	100	97	0
Cc1ccc(C)c(N2C(=O)CS/C2=N\NC(=O)c2ccccc2Cl)c1	-7	-0.82	-7	-10	4	101	101	93	1

(listing goes on)
SMILES	S1P2 blocker	DAT uptake mod	PostGolgi yeast	S1P2 agonist	PostGolgi ctrl	Lung fibro prol	H69AR growth 86K	HUVEC prolif 384	E coli WT exp
COc1ccc(C(=O)Nc2ccc(Cl)cc2C(=O)N2CCCC(C)C2)cc1 (configuration not stated)	-12	0.71	65*	-3	16	.	.	.	3
Cc1cccc(NCN2C(=O)C3C4C=CC(C4)C3C2=O)c1 (configuration not stated)	0	0.21	21	0	33*	107	93	87	4
CCOc1ccccc1-c1nc(-c2ccc(NC(=O)Cc3ccccc3OC)cc2)no1	-6	0.71	2	-4	4	106	90	97	-24
CCN(c1ccc(NC(=O)COC(=O)c2cccs2)cc1)C(C)C	-23	0.69	-4	-2	-2	.	.	.	8
Cc1ccc2cccc(S(=O)(=O)Nc3c(C)n(C)n(-c4ccccc4)c3=O)c2n1	10	1.9	4	-5	-5	107	87	98	-2
Cc1cccc(-c2oc(C)c(C)[n+]2[O-])c1	7	0.17	-4	-4	-1	101	93	100	2
CCOc1ccccc1NC(=O)C1CCCN(S(=O)(=O)c2cccc3nsnc23)C1 (configuration not stated)	6	0.61	-10	-12	5	.	.	.	-4
Cc1nc2cc(CO)ccc2s1	15	-1.5	-7	-4	10	102	97	82	9
Cc1ccc(C)c(-c2nnc(OCC(=O)Nc3cc(C)on3)c3ccccc23)c1	1	2.2	-1	-7	15	100	91	92	-11
Cc1nnsc1NC(=O)OCc1ccc(C(C)(C)C)cc1	25	0.88	0	-4	15	.	.	.	-1
Cc1[nH]nc(N=CC2=C(O)CC(c3ccco3)CC2=O)c1-c1ccc(Cl)cc1 (configuration not stated)	-5	-0.062	2	-3	22	97	22*	87	-7
CCC(=O)N1CCc2cc(Br)cc(S(=O)(=O)CCC(=O)NCC3CCCO3)c21 (configuration not stated)	-14	.	-2	-6	2	103	93	113	2
CN(C(=O)CSc1ccccc1C(=O)O)C1CCCCC1	-13	0.23	24	-2	21	.	.	.	6
CC1CC(N(C(=O)c2ccco2)c2ccccc2)c2ccccc2N1C(=O)c1ccco1 (configuration not stated)	-1	0.63	-1	-1	15	90	74	112	2
COCCCNC(=O)CCc1nc2cccnc2n1Cc1ccc(OC)cc1	-3	0.58	1	-2	15	94	92	102	2
COc1ccc(CNC(=O)CCNS(=O)(=O)c2ccc(C)cc2)cc1	3	0.69	-2	-3	5	.	.	.	1
Cc1ccc(OC(=O)c2ccc3snnc3c2)cc1	19	-0.27	7	-5	4	.	.	.	-1
CC1Cc2ccccc2N1C(=O)CSc1nnc(-c2ccc(S(=O)(=O)N3CCCC3)cc2)o1 (configuration not stated)	11	-0.95	-4	-7	5	98	93	86	0
Cc1ccc(C(=O)O)cc1NC(=S)NC(=O)Cc1ccccc1	17	-0.072	5	-6	3	.	.	.	-11
O=S(=O)(NCc1cn2ccccc2n1)c1cc(F)ccc1F	-3	-0.83	3	-3	4	103	93	104	-5
Cc1ccc(N2C(N)=C(C#N)C(c3ccsc3)C3=C2CC(C)(C)CC3=O)cc1 (configuration not stated)	23	0.39	-2	-5	9	87	48	84	2
COC(=O)c1c(-c2cccs2)csc1NC(=O)CN1CCOCC1	-14	1.4	2	1	13	91	64	86	-9
O=C(Nc1nnc(CCc2ccccc2)s1)c1ccco1	9	-0.6	2	-8	28	100	96	83	-18
CN1CCN(CCCCC(=O)c2ccccc2)CC1	-5	-1.1	5	-2	0	95	91	98	-4
CCc1c(C)nc2cc(-c3ccc(OC)cc3)[nH]n2c1=O	.	0.25	8	.	4	100	75	100	-5
Cc1cc(OCC(=O)N2CCOCC2)ccc1NC(=O)C1CCCCC1	.	1.8	23	.	16	92	91	78	1
Cc1nc(C)c(-c2csc(NCc3ccccc3)n2)s1	-6	1.2	-5	-3	8	87	87	94	0

Of the compounds above, these contain a halogen:
SMILES	S1P2 blocker	DAT uptake mod	PostGolgi yeast	S1P2 agonist	PostGolgi ctrl	Lung fibro prol	H69AR growth 86K	HUVEC prolif 384	E coli WT exp
CCOC(=O)C1CCN(C(=O)COc2ccc(Br)cc2)CC1	15	0.2	-3	-6	2	96	83	102	1
Cn1c(-c2ccc(F)cc2)cnc1NCc1cccc(F)c1	22	0.41	-2	-9	4	75	36*	80	15
CS(=O)(=O)N(CC(=O)N1CCCC1)c1cc(Cl)c(Cl)cc1Cl	-13	.	2	-2	1	.	.	.	5
Cc1ccc(C)c(N2C(=O)CS/C2=N\NC(=O)c2ccccc2Cl)c1	-7	-0.82	-7	-10	4	101	101	93	1
COc1ccc(C(=O)Nc2ccc(Cl)cc2C(=O)N2CCCC(C)C2)cc1 (configuration not stated)	-12	0.71	65*	-3	16	.	.	.	3
Cc1[nH]nc(N=CC2=C(O)CC(c3ccco3)CC2=O)c1-c1ccc(Cl)cc1 (configuration not stated)	-5	-0.062	2	-3	22	97	22*	87	-7
CCC(=O)N1CCc2cc(Br)cc(S(=O)(=O)CCC(=O)NCC3CCCO3)c21 (configuration not stated)	-14	.	-2	-6	2	103	93	113	2
O=S(=O)(NCc1cn2ccccc2n1)c1cc(F)ccc1F	-3	-0.83	3	-3	4	103	93	104	-5
